High-throughput results from PubChem BioAssay.
HSF-1 act = increases HSF-1 driven luciferase reporter signal; NIH3T3-HGL HSF-1 luciferase reporter, MG132, 8 h; 100% = twice DMSO control signal; activation, % at 9 µM; 300,000 tested, 1.7% active; AID 504408;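 active means mean replicate activation of at least 50% with a set share of replicates each reaching 50%; inconclusive means only one of those two conditions met; inactive means mean below 50% and too few replicates reaching it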;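 further: 0% = median of the neutral control wells and 100% = twice that signal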
IEC-6 cytotox = IEC-6 cytotoxicity, counter-screen for KLF5 inhibitors; inhibition, % at 5 µM; luminescence viability; 290,000 tested, 0.78% active; in the data active means inhibition above about 22%;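 further: 0% = plate median of test compound wells and 100% = cytotoxic reference compound wells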
HDAC3 inh = inhibitors of human histone deacetylase 3; inhibition, % at 8.3 µM; recombinant HDAC3, fluorogenic peptide/trypsin coupled, fluorescence; 320,000 tested, 0.15% active; O15379; AID 2718; in the data active means inhibition above about 26%, passing the limit was not always enough; inconclusive means no clear call, values can overlap the other calls
Target sequence (O15379 whole entry, looked up): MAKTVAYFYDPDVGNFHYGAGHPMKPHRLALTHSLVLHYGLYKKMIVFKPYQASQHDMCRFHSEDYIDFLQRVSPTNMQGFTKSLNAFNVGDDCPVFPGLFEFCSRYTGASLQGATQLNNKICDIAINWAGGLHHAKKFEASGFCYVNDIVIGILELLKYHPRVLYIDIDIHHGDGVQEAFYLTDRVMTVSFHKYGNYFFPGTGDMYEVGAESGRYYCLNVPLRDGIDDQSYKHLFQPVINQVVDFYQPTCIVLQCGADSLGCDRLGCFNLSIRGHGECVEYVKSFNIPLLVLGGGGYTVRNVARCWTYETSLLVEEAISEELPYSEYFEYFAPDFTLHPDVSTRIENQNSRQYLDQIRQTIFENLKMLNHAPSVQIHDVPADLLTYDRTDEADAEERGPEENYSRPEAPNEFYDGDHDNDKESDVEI
AI-2 QS mod = modulators of Vibrio harveyi AI-2 quorum sensing system; 300,000 tested, 0.4% active; Vibrio harveyi JMH597 AI-2 luminescence/OD600 ratio, 9 h; stronger effect = lower value; strain lacks LuxN and CqsS sensors; 0 = neutral-control median; activity change, % at 7.5 µM; in the data active means activity change below about -75%, passing the limit was not always enough; inconclusive means no clear call, values can overlap the other calls;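 further: luminescence divided by OD600 gain over 9 h not by final OD600 alone; inactives centre near 13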
Platelet DG rel = platelet dense granule release activity. human platelet-rich plasma, SFLLRN dense granule ATP release, luminescence. AID 1663. 300,000 tested, 0.22% active. inhibition, %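 (compounds screened at 7.5 µM in platelet-rich plasma)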;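 active means mean replicate score, as percent of positive control, at or above 50; inconclusive means mean below 50 but at least one replicate at or above 50; inactive means mean and every replicate below 50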
HSP90 refold inh = inhibitors of HSP90 luciferase refolding in rabbit reticulocyte lysate; luciferase refolding luminescence, 3 h; inhibition, % at 5.6 µM; 290,000 tested, 0.91% active;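 active means inhibition above the screen-wide mean plus 3 SD, computed separately per campaign, cut at about 16% in these data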;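 further: 0% = DMSO wells and 100% = 60 µM geldanamycin wells; inhibitors lower the luminescence because luciferase stays unfolded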
KLF5 inh = suppresses KLF5 promoter-driven expression; DLD-1 KLF5 promoter-luciferase reporter, luminescence; inhibition, % at 5 µM; 290,000 tested, 0.23% active; AID 1700;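 active means inhibition above a per-plate limit of that plate's mean compound inhibition plus 3 SD, cut at about 60% in these data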;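 further: 0% = DMSO wells and 100% = LY294002 at 200 µM; higher means less KLF5 promoter-driven luciferase light; inactives centre near -14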
HIF activator = HIF pathway transcriptional activation; U2OS HRE-luciferase reporter, luminescence; normalized: DMSO 0%, desferrioxamine 100%; activation, % at 7.5 µM (by protocol); 300,000 tested, 0.32% active;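 active means mean activation of at least 10% of the iron chelator positive control signal, with at least half of replicates also reaching 10%; inconclusive means mean and replicate majority disagree about reaching 10%; inactive means mean and most replicates under 10%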
HSF1 inh = HSF1 inhibition; activity change, negative = inhibition, % at 7.5 µM (by protocol); NIH3T3-HGL HSE-luciferase, MG132-induced, luminescence 8 h; stronger effect = lower value; AID 2098; 300,000 tested, 0.77% active;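 active means more than half of replicate wells show activity change below -50%, luminescence cut by over half; inconclusive means some wells, but at most half, below -50%; inactive means no replicate well below -50%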;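 further: luciferase reports HSF-1 transcriptional activity via heat shock element; 0% = median of DMSO wells and -100% = zero luminescence signal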
aSyn UTR inh = MLPCN primary screen, SNCA 5' untranslated region. alpha-synuclein 5'UTR reporter, inhibitor activity. inhibition, % (tested at 7.5 µM). 300,000 tested, 0.82% active. AID 1813; in the data active means inhibition above about 60%; inconclusive means no clear call, values can overlap the other calls;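 further: H4 neuroglioblastoma cells stably carrying SNCA 5'UTR luciferase fusion; 0% = DMSO wells and 100% = positive control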
* = called active by the depositor; ? = inconclusive; nt = no result given.

SMILES | HSF-1 act | IEC-6 cytotox | HDAC3 inh | AI-2 QS mod | Platelet DG rel | HSP90 refold inh | KLF5 inh | HIF activator | HSF1 inh | aSyn UTR inh
CCn1c(C)[n+](CCOCC[n+]2c(C)n(CC)c3cc(Cl)c(Cl)cc32)c2cc(Cl)c(Cl)cc21 | nt | 5.8 | -0.7 | nt | nt | 1.5 | -33.5 | nt | nt | nt
CN(C)c1ccc(NC(=O)CSc2nc3ccccc3c(=O)n2C2CCCCC2)cc1 | ? | 2.4 | -1.4 | 23.7 | -1.6 | 0.0 | -3.6 | -0.4 | 8.9 | 29.4
COc1ccc(-c2[nH]c(-c3cccc(OC)c3)nc2SCC(=O)NCc2ccco2)cc1 | nt | 9.8 | -7.3 | nt | nt | 9.7 | 3.7 | nt | nt | nt
Cc1ccc(S(=O)(=O)NCCC(=O)NCC(=O)Nc2c(C)cccc2C)cc1C | 3.3 | nt | 2.7 | 22.0 | -4.3 | nt | nt | -0.4 | -3.3 | 18.7
O=C(Cc1ccccc1)Nn1cnc2ccccc21 | 7.9 | -2.5 | -0.8 | 9.3 | 0.4 | -0.2 | -4.2 | -0.1 | -0.8 | 3.3
NC1=NC(=O)/C(=C/c2cc(Br)c(O)c(Br)c2)S1 | 1.1 | -1.5 | 3.0 | -8.0 | -14.0 | 1.5 | -12.3 | -28.7 | 2.5 | 9.8
COc1ccc([C@H]2[C@H](C(=O)OC(C)(C)C)N3N=Cc4ccccc4C3C23C(=O)c2ccccc2C3=O)c(OC)c1 (stereo partly drawn) | nt | 4.2 | nt | 6.3 | 0.3 | -4.9 | 3.7 | nt | nt | 27.4
CC1(C)NC(=O)N(CC(=O)OCC(=O)Nc2cccc(S(N)(=O)=O)c2)C1=O | 9.9 | 3.9 | 8.0 | 14.1 | 3.1 | -0.8 | 4.5 | 0.0 | 2.3 | -14.8
Cc1nc(C(=O)NNC(=O)Nc2ccccc2)cs1 | -10.6 | -2.2 | -2.7 | 4.8 | 18.5 | -1.5 | 5.1 | -0.3 | -2.0 | -19.7
O=C(Nc1ccc(-c2cn3ccsc3n2)cc1)C1CCCC1 | 45.7 | -2.4 | ? | 0.1 | 4.0 | 1.5 | -93.1 | 2.6 | 22.9 | -95.1
CCC(C)C1C(C#N)=C(N)Oc2n[nH]c(C)c21 (stereo not drawn) | 6.0 | 3.5 | 9.9 | 11.3 | 7.5 | 0.3 | -4.1 | 0.0 | -5.4 | 12.0
COc1cccc(C(=O)C2CCCN(Cc3cccc(-n4nc(C)cc4C)c3)C2)c1 (stereo not drawn) | -2.5 | 2.7 | 5.1 | 4.4 | 1.9 | 3.1 | -42.7 | -0.1 | 5.1 | -3.5
COCCNC(=S)N/N=C/c1ccc(OCc2ccc(C(=O)OC)cc2)c(OC)c1 | 17.2 | -3.5 | -5.6 | 14.0 | 0.8 | 0.5 | -26.6 | -1.7 | 10.0 | 14.7
COc1ccc(OC)c(NC(=O)C(CCSC)NS(=O)(=O)c2cccs2)c1 (stereo not drawn) | 5.1 | 1.4 | 6.8 | nt | 9.8 | -3.8 | -10.4 | -1.3 | 0.0 | 8.4
Cc1cc2cccc(C)c2nc1SCC(=O)NNC(=O)c1ccco1 | 20.3 | 3.4 | 1.1 | 26.3 | -1.7 | -1.6 | 5.3 | -0.2 | 4.1 | 3.6
O=c1c2ccccc2oc2nc(-c3cccs3)n(CCc3ccccc3)c(=O)c12 | -18.5 | -11.7 | -6.5 | 6.2 | 24.1 | 1.7 | -2.1 | -0.3 | -0.4 | -27.7
CCCNC(=O)CCc1c(C)nc2c(c(C)nn2-c2ccc(C)cc2)c1C | -19.2 | -0.8 | -5.2 | 2.8 | 14.7 | 0.9 | -18.1 | -0.2 | 5.2 | -4.3
COc1ccc(C2CC(C(F)(F)F)n3nc(C(=O)NCc4c(C)nn(C)c4C)c(Cl)c3N2)cc1 (stereo not drawn) | -6.7 | 5.4 | 7.2 | 16.4 | -9.0 | 3.7 | -19.5 | -0.2 | -0.2 | -13.1
C/C(=C\C(=O)c1ccc(C)o1)Nc1ccc(C(=O)O)cc1C | nt | -0.1 | -3.5 | nt | nt | 1.1 | -13.8 | nt | nt | nt
O=C(NCCN1C(=O)S/C(=C\c2ccc(Cl)cc2Cl)C1=O)C1=COCCO1 | 12.3 | nt | ? | 8.0 | 3.1 | nt | nt | 2.9 | 10.0 | -17.6
CC1CCCN(Cc2nc3c(c(=O)n(C)c(=O)n3C)n2CC(N)=O)C1 (stereo not drawn) | -13.1 | 2.2 | -5.4 | 6.2 | -2.1 | 0.1 | 3.8 | 0.0 | -8.4 | 14.1
CC(C)CCC1CC(CSC(=N)N)OC1=O (stereo not drawn) | 16.4 | -4.9 | -3.9 | 21.5 | 4.1 | 7.7 | -36.6 | 1.5 | -3.5 | -30.0
Cc1onc(-c2ccccc2)c1C(=O)N1CCN(c2ccc([N+](=O)[O-])cc2)CC1 | 9.0 | 2.6 | 2.3 | 27.4 | 0.9 | -1.0 | 6.9 | -0.3 | 0.7 | 25.9
CCOc1ccc(NC(=O)CN2C(=O)NC(CCSC)C2=O)cc1 (stereo not drawn) | -17.7 | -5.7 | 1.5 | -78.7* | -1.7 | 4.7 | -19.9 | -0.4 | -6.9 | 26.0

Compound profiles, as listed above. Screens in order: HSF-1 act | IEC-6 cytotox | HDAC3 inh | AI-2 QS mod | Platelet DG rel | HSP90 refold inh | KLF5 inh | HIF activator | HSF1 inh | aSyn UTR inh
C/C(=C\C(=O)c1ccc(C)o1)Nc1ccc(C(=O)O)cc1C is entered as nt | -0.1 | -3.5 | nt | nt | 1.1 | -13.8 | nt | nt | nt
COc1ccc(C2CC(C(F)(F)F)n3nc(C(=O)NCc4c(C)nn(C)c4C)c(Cl)c3N2)cc1 (stereo not drawn) is entered as -6.7 | 5.4 | 7.2 | 16.4 | -9.0 | 3.7 | -19.5 | -0.2 | -0.2 | -13.1

(more compounds)
SMILES | HSF-1 act | IEC-6 cytotox | HDAC3 inh | AI-2 QS mod | Platelet DG rel | HSP90 refold inh | KLF5 inh | HIF activator | HSF1 inh | aSyn UTR inh
O=C(Nc1cccc(-c2ccc(F)cc2)c1)C1CCCN(C(=O)c2cscn2)C1 (stereo not drawn) | -77.4 | 10.2 | -2.1 | 19.3 | -4.9 | -3.2 | -29.4 | 0.6 | -71.0* | 10.0
CCOC(=O)c1sc(N(Cc2ccccc2)C(=O)CCl)nc1C | 18.7 | 5.9 | -6.1 | -10.2 | -12.3 | 1.5 | 1.7 | 0.7 | 13.4 | -6.1
Cc1onc(-c2ccccc2)c1C(=O)NNC(=S)NC(=O)c1ccc(F)cc1 | 14.1 | 1.4 | -1.7 | 13.7 | -11.5 | -4.7 | -33.4 | -0.1 | 2.4 | -2.4
CCOC(=O)c1c(C)nc2sc3c(=O)n(-c4ccc(C(C)=O)cc4)cnc3c2c1-c1ccc(OC)cc1 | 0.7 | 0.7 | -1.2 | 4.7 | -4.5 | -0.7 | 8.4 | 0.0 | 4.6 | 11.6
O=C(N/N=C/c1ccco1)c1ccccn1 | -0.4 | -1.5 | 7.6 | 8.1 | -1.3 | -0.1 | -115.8 | 1.8 | 6.2 | -32.0
OC(COc1ccc(OCC(O)CN2CCCCC2)cc1)CN1CCCCC1 (stereo not drawn) | 6.5 | 4.8 | -12.5 | 17.1 | -2.6 | -2.1 | -33.7 | -14.6 | -6.9 | -4.9
CCOC(=O)c1cnc2c(OC)cccc2c1N1CCN(c2ccccn2)CC1 | -2.7 | -11.2 | 2.7 | 7.0 | 9.0 | -2.7 | 0.2 | -0.4 | 1.2 | 47.3
COc1ccc(/C=N/NC(=O)CN2CCCc3ccccc32)c(OC)c1 | 5.6 | -7.8 | -2.6 | 7.8 | -1.1 | -3.5 | -15.3 | 0.1 | -1.5 | 9.4
C=C1C(=O)C=C2CN(C(=O)c3ccccc3)[C@@](Cc3ccc(F)cc3)(C(=O)OC)[C@@H]12 | ? | 27.3* | ? | 25.2 | 5.3 | 17.9* | -5.8 | -4.1 | 40.0 | ?
CCc1ccc(C(CC(=O)c2ccc(Cl)cc2)C(=O)O)cc1 (stereo not drawn) | 0.3 | 3.4 | 2.0 | 9.2 | 1.3 | -1.4 | 2.2 | -0.1 | -1.0 | -3.1
COC(=O)c1ccc(N2CCN(CC(=O)c3ccc(-c4ccccc4)cc3)CC2)c([N+](=O)[O-])c1 | -26.2 | -12.4 | 7.3 | 474.3 | ? | 1.5 | 7.7 | 0.3 | -26.1 | -6.7
CCOc1ccc(N2C(=O)CC(n3nc(C)cc3C)C2=O)cc1 (stereo not drawn) | -8.1 | 2.6 | 1.0 | 9.3 | 12.8 | -1.3 | -5.0 | -0.4 | 0.7 | 17.8
COc1ccccc1NC(=O)c1ccc(S(=O)(=O)NCc2ccco2)cc1 | -14.0 | -8.9 | 3.2 | 24.8 | -1.1 | -1.8 | -14.8 | -0.2 | -2.5 | 3.6
O=C(N/N=C/c1ccc(Br)o1)c1cc([N+](=O)[O-])cc([N+](=O)[O-])c1 | nt | -0.2 | 5.7 | 32.8 | -16.3 | -4.8 | -33.9 | 0.5 | nt | -13.0
O=C(Nc1cccc(O)c1)c1ccc(Br)cc1 | 27.9 | -4.0 | -5.6 | 10.5 | 11.6 | -3.5 | -30.6 | 3.0 | -0.9 | -181.2
CC(C)NCC(O)COC1C2CC3CC(C2)CC1C3 (stereo not drawn) | -15.1 | -2.5 | -5.5 | 6.5 | 10.6 | -0.7 | -1.8 | -0.1 | -8.9 | -4.2
Cc1ccc(CSCCNC(=O)CN(c2cc(C)ccc2C)S(C)(=O)=O)cc1 | 19.8 | -3.9 | -0.9 | 13.8 | 1.6 | -3.8 | -32.5 | 0.0 | -1.1 | -6.2
CN(C(=O)COC(=O)COc1ccc(Cl)cc1Cl)c1c(N)n(Cc2ccccc2)c(=O)[nH]c1=O | 1.0 | nt | -1.1 | 16.4 | 1.2 | nt | nt | 2.1 | -5.9 | 6.9
Nc1nc(SCCOc2ccccc2)n[nH]1 | 21.3 | -1.3 | 3.8 | 10.3 | -1.1 | -2.9 | -35.2 | 0.1 | -2.8 | -5.9
COC(=O)/C=C/c1ccc(-n2cncn2)cc1 | 4.9 | -1.9 | 0.5 | 3.5 | -2.1 | 0.7 | -4.8 | 0.2 | 4.5 | -24.3
CCCC1CC(C)(C(=O)CSc2n[nH]c(-c3ccccc3)n2)OC1=O (stereo not drawn) | 0.6 | -2.4 | 12.7 | 19.6 | 4.5 | 2.0 | 18.5 | 0.0 | 0.6 | -5.4
O=C1C2C3c4ccccc4C(c4ccccc43)[C@@H]2C(=O)N1c1ccccn1 (stereo partly drawn) | -6.5 | 4.7 | 0.9 | 17.5 | 4.7 | 2.4 | -1.5 | -0.2 | -4.4 | 22.0
COc1cccc(N2CCN(c3ccc4nnc(CCC(=O)N5CCN(C)CC5)n4n3)CC2)c1 | 1.5 | 6.4 | -0.4 | 21.6 | 7.3 | 4.1 | -43.1 | 0.4 | 1.2 | 4.2
C=CCSc1nnc(-c2ccncc2)n1-c1ccc(OCC)cc1 | 10.7 | -5.9 | 0.7 | 28.0 | -0.6 | 0.5 | -10.7 | -0.4 | -3.8 | 0.7
Cc1ccc(C(=O)OCC(=O)Nc2ccccc2C(F)(F)F)cc1S(=O)(=O)N1CCOCC1 | -1.2 | -2.6 | -11.4 | 10.4 | 1.7 | 1.5 | -14.4 | -0.4 | -7.6 | -4.4
